# influenza NS1A: H1N1 influenza NS1A inhibitors, functional cell based assay (AID 504329) | inhibition, % at 12.5 µM; hits with a dose series show IC50 in µM | NS1A functional cell-based assay, percent inhibition; higher % means a stronger effect | actives 0.3% (n = 340,000); in the data active = a potency from the dose series; inconclusive = inhibition above about 27% without an active follow-up result; note: strong numbers were not always called active
# PhoP GFP inhibition: PhoP regulon inhibitors, Salmonella typhi PhoP promoter GFP reporter, confirmatory (AID 1850). Salmonella Typhi PhoP-promoter GFP reporter, fluorescence, 4 h; higher % means a stronger effect. inhibition, % at 50 µM; hits with a dose series show IC50 in µM. actives 0.33% (n = 310,000); in the data active = a potency from the dose series; inconclusive = inhibition mostly from about 25% at the one dose, without a potency; inactive = the rest, 99 in 100 with inhibition below about 19%;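 note: 0% = induced wells with vehicle and 100% = uninduced wells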
# M. tuberculosis HTS: M. tuberculosis growth inhibition, HTS (AID 449762); M. tuberculosis H37Rv growth inhibition, 7H9 media; higher % means a stronger effect; one-dose inhibition, % at 25 µM; IC50 in µM for titrated hits; actives 0.59% (n = 330,000); in the data active = a potency from the dose series; inconclusive = inhibition above about 70% without an active follow-up result;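 note: bacterial growth assessed after seven days of incubation; strong numbers were not always called active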
# VEEV TC-83 Vero: inhibitors of VEEV TC-83 cytopathic effect, confirmation, Vero cells (AID 588727); Vero cells, VEEV TC-83 cytopathic effect inhibition; higher % means a stronger effect; inhibition, % at 20 µM, or IC50 in µM where a hit was titrated; actives 0.13% (n = 350,000); in the data active = a potency from the dose series; inconclusive = inhibition mostly from about 14% at the one dose, without a potency; inactive = the rest, 99 in 100 with inhibition below about 12%; note: strong numbers were not always called active
# M. tuberculosis: growth inhibition of non-replicating M. tuberculosis (AID 488890) | Mycobacterium tuberculosis non-replicating, growth inhibition; higher % means a stronger effect | inhibition, % at 25 µM, or IC50 in µM where a hit was titrated | actives 0.39% (n = 320,000); in the data active = a potency from the dose series; inconclusive = inhibition mostly from about 82% at the one dose, without a potency; inactive = the rest, 99 in 100 with inhibition below about 76%;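 note: plate controls were DMSO cells for no effect and high antibiotic wells for full effect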
# VEEV TC-83 Vero 10K pilot screen: further read-out of VEEV TC-83 Vero, marked with its call; inhibition, %; measured here: 10K pilot screen inhibition
# * = called active by the depositor; i = inactive; ? = inconclusive; / = not tested or not shown.
SMILES,influenza NS1A,PhoP GFP inhibition,M. tuberculosis HTS,VEEV TC-83 Vero,M. tuberculosis,others
Cc1ccc(C(NC(=O)c2ccccc2)C(Cl)Cl)cc1 (configuration not stated),-2%,-10%,1%,i,69%,
COc1cc(-c2nc(CCNC(=O)c3ccco3)cs2)cc(OC)c1OC,2%,4%,10%,12%,8%,
Cc1cc(S(=O)(=O)N2CCOCC2)ccc1OCC(=O)NCCN1CCOCC1,-5%,-13%,-11%,0.8%,-3%,
COc1ccc(S(=O)(=O)Nc2ccc3c(c2)C(=O)N([C@H](C)CO)C[C@H](C)[C@@H](CN(C)C(=O)NC(C)C)O3)cc1,-1%,/,-3%,0.3%,11%,
Cn1nc(C(F)(F)F)c(-c2ccccc2)c1NC(=O)c1cccnc1,-4%,-12%,13%,2.0%,-5%,
Cn1c(=O)c2c(nc(CN3CCc4ccccc4C3)n2Cc2ccc(F)cc2)n(C)c1=O,8%,1%,-4%,6.0%,42%,
O=c1c2nnn(-c3ccc(Cl)cc3)c2ncn1Cc1ccccn1,-5%,-3%,2%,0.5%,8%,
CC1=CC(C)(C)N(C(=O)CSc2nnc(N)s2)c2c(C)cc(C)cc21,-14%,-1%,/,10%,/,
COc1ccc(/C(=N\O)c2ncc(C(F)(F)F)cc2Cl)cc1,4%,-2%,6%,0.7%,20%,
Cc1cccc(Nc2nc(N3CCCC3)nc(N3CCCC3)n2)c1,-3%,-2%,/,6.6%,/,
Cn1c(=O)c2c(nc(NN=C3CCCC3)n2C)n(C)c1=O,10%,1%,3%,1.8%,-14%,
Fc1cccc(Nc2ncnc3sccc23)c1,-1%,10%,6%,i,20%,
CCOC(=O)c1nnn(-c2nonc2N)c1CNC(C)C,0%,7%,-3%,i,-8%,
Cc1nnc(SCC(=O)Nc2cc(S(=O)(=O)N3CCCC3)ccc2Cl)n1C1CC1,-4%,/,6%,0.7%,-8%,
Cc1ccc(CSC2=NCCN2C(=O)c2ccc(S(=O)(=O)N(C)C)cc2)cc1,2%,-11%,5%,1.1%,1%,VEEV TC-83 Vero 10K pilot screen=1.6
COCc1c(C(=O)N/N=C/c2ccco2)nnn1-c1nonc1N,1%,16%,0%,1.0%,-4%,
O=C(NCc1ccccc1)N1CCC(CO)(CCc2ccccc2)CC1,-2%,3%,5%,1.0%,-17%,
CCOC(=O)N1CCC(N2CCN(S(=O)(=O)c3ccc(NC(C)=O)cc3)CC2)CC1,-13%,3%,-9%,i,13%,
COC(=O)c1c(N(S(C)(=O)=O)S(C)(=O)=O)sc2c1CCN(c1ncc(C(F)(F)F)cc1Cl)C2,-6%,-10%,13%,0.9%,6%,
Cc1cc(=O)[nH]c(NC(=O)Cc2ccccc2)n1,3%,/,/,0.9%,/,
CCOC(=O)c1c(C)[nH]c(C)c1C(=O)COC(=O)c1ccc(OC)c(OC)c1,-5%,4%,59%,2.2%,64%,
C[n+]1cn(CC(O)COCc2ccccc2)c2ccccc21 (configuration not stated),1%,2%,5%,1.2%,8%,
CN(C(=O)COC(=O)c1ccc(Br)c(S(=O)(=O)N2CCOCC2)c1)C1CCCCC1,-17%,/,-2%,0.1%,11%,
COc1cccc2c(O)c(-c3ccccc3)c(=O)[nH]c12,/,-1%,-3%,0.3%,-11%,
COC(=O)CCC(=O)OC1(C)C(=O)C=C2C=C(c3ccsc3)OC=C2C1=O (configuration not stated),9%,5%,4%,1.8%,7%,
CCCCN(CCCC)C(=O)CSc1nnc(-c2cc(OC)c(OC)c(OC)c2)o1,-41%,-10%,0%,i,10%,
N#Cc1c(N)nc(SCC(=O)NCCc2ccccc2)c(C#N)c1-c1cccs1,1%,4%,-6%,1.4%,-4%,
CSc1nc(C)cc(SCC(=O)Nc2ccccc2)n1,-1%,-3%,-5%,1.2%,13%,
Cc1ccc(-n2nc(C)c(C(=O)N3CCN(C(=O)c4ccco4)CC3)c2-n2cccc2)cc1,8%,7%,-6%,3.1%,3%,
COc1ccc(OC)c(NC(=O)C(CCS(C)(=O)=O)NC(C)=O)c1 (configuration not stated),-8%,14%,5%,0.3%,3%,
CC1(C)O[C@@H]2[C@H](O1)[C@@H](CO)O[C@H]2n1ccc(=O)[nH]c1=O,-10%,/,-10%,1.0%,-13%,
O=C(CSc1nc(O)cc(=O)n1-c1ccccc1)Nc1nc2ccccc2s1,4%,0%,-2%,2.4%,6%,
Cc1nn(C)c(C)c1/C=C(/C(=O)C(C)(C)C)n1cncn1,-19%,2%,-2%,8.6%,11%,
Cc1cnc(C(=O)OCC(=O)c2ccc(C3CCCCC3)cc2)cn1,2%,1%,10%,3.8%,67%,
O=C(NCCCO)c1c(O)c2cccc3c2n(c1=O)CCC3,-1%,-7%,3%,0.3%,3%,
CC(C)(C)C(=O)NC(=S)NNC(=O)C(c1ccccc1)c1ccccc1,13%,-12%,10%,?,35%,
CC1CN(CC(=O)NCc2ccc(Cl)cc2)CC(C)O1 (configuration not stated),-4%,-1%,0%,2.2%,-20%,
c1ccc(-c2nn3cnnc3c3ccccc23)cc1,-18%,-11%,0%,2.0%,8%,
CCn1nc(C(=O)N2CCN(Cc3ccc4c(c3)OCO4)CC2)c2ccccc2c1=O,-6%,-11%,-6%,2.0%,-10%,
COc1cc(/C=C(\C#N)C(=O)Nc2ccc3c(c2)OCCO3)ccc1O,22%,2%,6%,1.7%,16%,
CN(CC(=O)Nc1cccc(F)c1)C(=O)CCCc1cccs1,-9%,14%,3%,i,16%,
CCc1ccc(NC(=S)Nc2cc(C(=O)O)ccc2N2CC3CC(C2)c2cccc(=O)n2C3)cc1 (configuration not stated),3%,-6%,?,1.2%,26%,
CCNC(=S)N(CCN(CC)CC)Cc1cc2cc3c(cc2[nH]c1=O)OCO3,0%,-3%,0%,i,6%,
COc1ccc(C(=O)N/N=C/c2ccccc2OC(=O)c2ccccc2)cc1,3%,12%,0%,11%,?,
Cn1c(=O)[nH]c(=O)c2c1nc(SCC(O)CO)n2Cc1ccccc1Cl (configuration not stated),0%,-6%,1%,0.2%,0%,
O=C(Cn1cc(C(=O)C(F)(F)F)c2ccccc21)Nc1ccccc1F,-5%,4%,-6%,0.7%,7%,
CON(C)C(=O)CC1(CN(Cc2ccccc2)C(=O)OC(C)(C)C)CCCCC1,0%,/,0%,4.3%,4%,
COc1ccc(CN(CC(=O)NCCC(C)C)C(=O)CCC(=O)Nc2nccs2)cc1,-2%,5%,4%,i,5%,

# Among those listed so far, six have an NH in an aromatic ring.
SMILES,influenza NS1A,PhoP GFP inhibition,M. tuberculosis HTS,VEEV TC-83 Vero,M. tuberculosis,others
Cc1cc(=O)[nH]c(NC(=O)Cc2ccccc2)n1,3%,/,/,0.9%,/,
CCOC(=O)c1c(C)[nH]c(C)c1C(=O)COC(=O)c1ccc(OC)c(OC)c1,-5%,4%,59%,2.2%,64%,
COc1cccc2c(O)c(-c3ccccc3)c(=O)[nH]c12,/,-1%,-3%,0.3%,-11%,
CC1(C)O[C@@H]2[C@H](O1)[C@@H](CO)O[C@H]2n1ccc(=O)[nH]c1=O,-10%,/,-10%,1.0%,-13%,
CCNC(=S)N(CCN(CC)CC)Cc1cc2cc3c(cc2[nH]c1=O)OCO3,0%,-3%,0%,i,6%,
Cn1c(=O)[nH]c(=O)c2c1nc(SCC(O)CO)n2Cc1ccccc1Cl (configuration not stated),0%,-6%,1%,0.2%,0%,

# Next results follow:
SMILES,influenza NS1A,PhoP GFP inhibition,M. tuberculosis HTS,VEEV TC-83 Vero,M. tuberculosis,others
CN1N=C2c3ccccc3CCC2C1c1ccc(F)cc1 (configuration not stated),/,3%,0%,1.1%,-9%,
COc1ccc(OC)c(NC(=O)c2ccc3c(c2)C(=O)N(CC2CCCO2)C3=O)c1 (configuration not stated),11%,5%,-3%,i,-7%,
COc1ccc(OC)c(S(=O)(=O)N(C)CC(=O)Nc2ccccc2OC)c1,2%,0%,5%,3.1%,8%,
CC(C)(C)C(=O)NCCCNc1ccc([N+](=O)[O-])cc1,0%,0%,1%,i,0%,
FC(F)(F)c1nc(N2CCCC2)ncc1-c1nnnn1-c1ccccc1,0%,3%,2%,5.8%,-4%,
CCCN1C2CCCC1CC(NC(C)=O)C2 (configuration not stated),-5%,6%,-1%,1.7%,-2%,
CC[C@@]1(c2ccccc2OC)C(=O)N(C(=O)OC)N1C(=O)OC,0%,-3%,-1%,i,-10%,
CC1CN(S(=O)(=O)c2ccc(C(=O)Nc3sccc3C(N)=O)cc2)CC(C)O1 (configuration not stated),-5%,-10%,-3%,2.0%,-4%,
CC1(C)Cc2c(c(-c3ccco3)[nH]c(=O)c2C#N)CS1,1%,-6%,0%,0.2%,1%,
CCOC(=O)c1c(CS(=O)(=O)c2ccccc2)n(C)c2cc(Br)c(O)cc12,-6%,-4%,5%,5.9%,-10%,
O=C(CSc1nnc(CNC(=O)c2c(F)cccc2Cl)o1)NC1CCCCC1,-4%,5%,4%,i,60%,
C=CCOc1ccc(CNn2nnnc2N)cc1,0%,-7%,-6%,i,3%,
NS(=O)(=O)c1ccc(NC(=S)NC2CCCCC2)cc1,-8%,4%,6%,1.0%,?,
CC1CCC2(CC1)NC(=O)N(CC(=O)NCc1ccc(Cl)cc1)C2=O (configuration not stated),2%,/,-5%,0.2%,-6%,
CC[C@H](C)[C@H](NC(N)=O)C(=O)NCCc1ccc(OC)cc1,2%,1%,-9%,1.6%,22%,
O=C(c1cc2ccccc2oc1=O)N(Cc1cccs1)Cc1ccccc1Cl,-4%,-4%,-5%,5.1%,10%,
CCOc1ccccc1OCC(=O)Nc1cc(S(=O)(=O)N2CCCCC2)ccc1OC,-10%,3%,0%,2.0%,-5%,
COc1ccccc1CC(=O)N1CCN(c2ccc(F)cc2)CC1,0%,5%,-3%,0.2%,20%,
CN(C(=O)c1cc2c(=O)n3ccccc3nc2n1C)C1CCCCC1,-9%,-7%,14%,8.1%,0%,
COC(=O)NNC(=O)COc1ccc(Br)c(C)c1,-6%,-4%,8%,i,64%,
Cc1ccc(CNC(=O)c2nnn(-c3cccc(C)c3)c2N)cc1,3%,-1%,1%,6.1%,27%,
Cn1ccnc1Sc1ccc(C=O)cc1[N+](=O)[O-],-4%,-8%,1%,3.0%,-24%,
O=[N+]([O-])c1ccc(S(=O)(=O)NCC2COc3ccccc3O2)cc1 (configuration not stated),1%,4%,8%,i,-3%,
Cc1csc(SCC(=O)NCCc2ccc(Cl)cc2Cl)n1,-4%,-5%,-3%,0.4%,77%,
CCc1c(O)nc(SCC(=O)Nc2ccc(Br)cc2)n(-c2ccc(C)cc2)c1=O,5%,-8%,3%,1.2%,40%,
CC(=O)NCCC(=O)Nc1ccc(F)cc1C,-7%,12%,1%,1.6%,-2%,
CCc1ccccc1NC(=O)Cc1cn(C)c2ccccc12,-8%,-2%,-4%,1.2%,17%,
O=C(CSc1nnnn1-c1ccc(F)cc1)NNC(=O)c1ccco1,-4%,18%,-3%,1.0%,-7%,
CCN(c1ccc(NS(=O)(=O)c2cc(Cl)ccc2Cl)cc1)C(C)C,4%,-2%,0%,3.8%,40%,
S=c1[nH]nc(-c2ccc(Br)cc2)n1Cc1ccco1,-11%,3%,-12%,7.0%,-7%,
CCOc1ccccc1Oc1ccc(C(F)(F)F)cn1,-4%,11%,-2%,0.6%,9%,
COCCNC(=O)CN(c1ccc(OC)c(OC)c1)S(=O)(=O)c1ccc(C)cc1,-3%,-11%,-1%,1.0%,2%,
COc1ccc(OC)c(NC(=O)c2cc(S(=O)(=O)NCc3ccco3)ccc2F)c1,9%,5%,/,7.8%,/,
O=S(=O)(NC1CCCC1)c1ccc(-n2cnnn2)cc1,-9%,-4%,-3%,i,0%,
O=C(O)c1cccc2c1C(=O)c1ccccc1C2=O,7%,3%,1%,0.7%,2%,
Cc1c(C(=O)N/N=C/c2ccc(O)cc2)sc(=S)n1C,-7%,-4%,0%,1.6%,1%,
CC(C)c1ccc(NC(=O)C2CC(=O)Nc3nc4ccccc4n32)cc1 (configuration not stated),-10%,7%,-4%,1.2%,-21%,
O=C(CSCc1ccccc1Cl)NN1C(=O)c2ccccc2C1=O,-6%,-12%,-8%,i,-18%,
COc1ccc(/C=N/Nc2cc(C)nc(-n3nc(C)cc3C)n2)c(OC)c1,-6%,-6%,?,32%,3.3µM*,
O=C(Nc1nnc(SCc2ccccc2Cl)s1)c1cccc([N+](=O)[O-])c1,-3%,3%,0%,1.6%,64%,
